Screening results (PubChem)
P. falciparum M1AAP: P. falciparum M1AAP inhibitors, biochemical, fluorogenic H-Leu-NHMec substrate, 1536-well (AID 1445). inhibition, % at 30 µM; hits with a dose series show IC50 in µM. recombinant M1AAP, H-Leu-NHMec fluorogenic kinetic assay; higher % means a stronger effect. 0.42% of 220,000 active;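 active means primary inhibition above the hit cutoff, then over 50% inhibition at one or more dose response concentrations, cut at about 23% in these data, passing the limit was not always enough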;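 further: plate controls were DMSO full reaction for no effect and no enzyme background for full effect; strong numbers were not always called active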
MT stabilize HCS: microtubule stabilizers in HeLa cells; HeLa tubulin immunostaining HCS, 24 h; share of cells brighter than vehicle mean+2SD; % tubulin-high responders, % at 10 µM; 0.83% of 200,000 active; AID 2205;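 active means plate Z-score above 3 for both tubulin-high and condensed-nucleus cell shares, with cell loss under 80%, at 10 µM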;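 further: anti alpha tubulin signal scored within the nucleus-defined area of each cell; some results filed as inactive read as strong as hits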
Dynein transport: blocks dynein driven cargo transport along microtubules. 3617.4 mouse cells, GR-EGFP nuclear translocation imaging; test concentration mostly 20 µM; stimulated with dexamethasone, 1 µM; hits give low values. 0.47% of 220,000 active. z-score, hits read low. AID 1381;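 active means plate z-score of nuclear minus cytoplasmic receptor signal below a set negative limit, without overly bright fluorescence or cell loss, cut at about -3.5 in these data, passing the limit was not always enough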;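 further: z-score of nuclear minus cytoplasmic ring GR-EGFP intensity difference per well; some compounds called inactive have numbers as strong as hits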
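Also added – dexamethasone, 1.0 µM final · Buffer or medium – tet-free, stripped-serum medium · Schedule – induction 48 h, compound 1 h, agonist 30 min · Detection – formaldehyde fixation, Hoechst nuclear stain, 10x automated fluorescence imaging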
M17LAP inhibition: P. falciparum M17LAP inhibitors, primary screen, biochemical, fluorogenic H-Leu-NHMec substrate, 1536-well (AID 1619). recombinant M17LAP, H-Leu-NHMec fluorogenic kinetic assay; higher % means a stronger effect. inhibition, % at 30 µM, or IC50 in µM where a hit was titrated. 0.38% of 220,000 active;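 active means compound inhibiting the enzyme by more than half at any dose during confirmatory dose-response retesting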;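 further: plate controls were full reaction with DMSO carrier for no effect and no enzyme background for full effect; strong numbers were not always called active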
Hep lipid drop: modulators of hepatic lipid droplet formation; AML12 mouse hepatocytes, oleate lipid droplets, BODIPY imaging; inhibition, % at 6.5 µM; 0.4% of 240,000 active; AID 1656;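 active means lipid droplet intensity inhibited by at least 50%, with more than 500 cells counted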
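material = mouse AML12 hepatocyte cell line, fixed after treatment | also added = 100 µM oleic acid challenge | doses = compound at 6.5 µM only | schedule = overnight exposure | technique = Image-based BODIPY and DAPI two-channel analysis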
Autophagy HCS: modulators of autophagy. MEF GFP-LC3 puncta imaging; test concentration mostly 10 µM. calls only at 10 µM (by protocol). 0.98% of 190,000 active;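 active means percentage of spot-positive cells more than 3 SD above its plate mean, without a fluorescence outlier flag or 80% toxicity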;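 further: spot-positive cell cutoff set from DMSO-treated cells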
Yfh1-depleted yeast: enhancers of respiration in Yfh1-depleted yeast, dose response, Friedreich's ataxia, plus single-dose screen (AID 1465); 0.074% of 220,000 active; S. cerevisiae Yfh1-off respiration, WST-1 reduction, 72 h; higher fold induction means a stronger effect; fold induction at 50 µM, or EC50 in µM where a hit was titrated;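 active means fold induction of absorbance versus untreated yeast above a set limit, then at least 30% activation at any dose in follow-up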;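 further: activators that raise dye reduction in frataxin-depleted yeast; strong numbers were not always called active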
Ins promoter up: MIN6 insulin promoter up-regulation; MIN6 insulin promoter-GFP reporter, high-content imaging; hits give high values; z-score at 5 µM; 0.3% of 190,000 active; AID 1625;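 active means z-score above 3 at 5 µM with at least 500 cells counted in the well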
ER stress rescue: rescue of cells from ER stress-induced death, primary screen, 384-well, CSM14.1, thapsigargin, ATP luminescence (AID 1222); CSM14.1 thapsigargin-induced death rescue, ATP luminescence; higher % means a stronger effect; 190,000 tested, under 10 active; one-dose cellular ATP content (survival), % at 20 µM; EC50 in µM for titrated hits;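 active means EC50 below 50 µM in the dose-response confirmation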;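 further: death triggered by thapsigargin at about 15 µM added after 2 h compound pretreatment; cell ATP read after overnight thapsigargin exposure of roughly 18 to 22 hours; normalized against plate controls of thapsigargin alone and 5% DMSO vehicle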
Dynein transport cytoplasmic EGFP: recorded beside Dynein transport, whose call it bears; z-score; measured here: cytoplasmic GR-EGFP intensity; hits give high values
Dynein transport nuclear GR-EGFP: also measured in Dynein transport; calls as there; z-score; measured here: nuclear GR-EGFP intensity;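 lower value marks the stronger effect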
Dynein transport cell count: second read-out of Dynein transport, no call of its own (marks repeat the call); z-score; measured here: cell count per field
Ins promoter up cell count: recorded beside Ins promoter up, whose call it bears; cell count; measured here: cytotoxicity, nuclei count;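 total cells summed across four imaged fields per well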
Hep lipid drop cells 6.5 µM: also measured in Hep lipid drop; calls as there; cell count; measured here: cell count, cytotoxicity flag;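 cells counted across two imaged fields per well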
MT stabilize HCS Hoechst-high %: second read-out of MT stabilize HCS, no call of its own (marks repeat the call); % Hoechst-high responders; measured here: nuclear condensation Hoechst responders;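 share of cells brighter than vehicle mean plus two SD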
MT stabilize HCS cytotoxicity %: recorded beside MT stabilize HCS, whose call it bears; toxicity, %; measured here: cytotoxicity by cell density;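 0% = mean cell density of plate MIN control wells and 100% = no cells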
Autophagy HCS cell loss 18 h: also measured in Autophagy HCS; calls as there; toxicity, %; measured here: cell loss, nuclei count;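 cell loss after 18 h compound exposure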
An asterisk follows results filed as active; i = inactive; x = no result given. Outcome played no part in choosing rows (roughly 3.5% active in at least one column).

Structure	P. falciparum M1AAP	MT stabilize HCS	MT stabilize HCS Hoechst-high %	MT stabilize HCS cytotoxicity %	Dynein transport	Dynein transport cytoplasmic EGFP	Dynein transport nuclear GR-EGFP	Dynein transport cell count	M17LAP inhibition	Hep lipid drop	Hep lipid drop cells 6.5 µM	Autophagy HCS	Autophagy HCS cell loss 18 h	Yfh1-depleted yeast	Ins promoter up	Ins promoter up cell count	ER stress rescue
OCC1(CCOc2ccccc2)CCN(CCCn2cccn2)CC1	2%	3.5	2.4	8.3	-0.34	-0.27	0.084	0.55	-8%	-3	756	i	16	i	-0.05	1365	-0.3%
Cc1nc(SCC(=O)c2ccc(Cl)cc2)c([N+](=O)[O-])[nH]1	18%	3.5	1.4	1.6	-0.12	-0.2	0.37	0.064	-456%	x	x	i	-29	i	0.81	1511	-1.3%
C[C@@H]1CN(c2nc3nonc3nc2N2CCSCC2)C[C@H](C)O1	11%	3.3	1.7	8.4	1.1	-0.24	0.48	-0.87	7%	-5	653	i	-20	i	0.6	1431	-0.1%
COc1ccc2ccccc2c1/C=N\n1c(C)cc(C)c(C(N)=O)c1=O	6%	3.9	1.7	4.6	3.1	-0.025	1.8	-2.3	7%	x	x	i	0	i	-0.11	1497	5.4%
Cc1ccc(NS(=O)(=O)c2ccc(C(=O)NCC3CCCO3)cc2)cc1 (centres undefined)	3%	2.1	3.9	5.2	-0.51	-0.3	-0.34	-0.36	-5%	10	701	i	46	i	-0.51	1362	-0.3%
Cn1c(N)c(C(=O)COC(=O)C2CCCN2C(=O)c2cccs2)c(=O)n(C)c1=O (centres undefined)	2%	2.4	2.1	7.8	0.28	-0.27	0.18	-0.71	14%	-1	678	i	-5	i	1.2	1161	-2.1%
O=S(=O)(c1ccc(Oc2ccc(Br)cc2)cc1)N1CCOCC1	-4%	3.6	2.1	4.5	0.42	-0.24	0.1	0.091	-8%	-17	721	i	0	i	-1.3	1112	-2.8%
Cc1cc(Nc2n[nH]c(N)c2C#N)ccc1F	12%	2.0	2.2	5.2	-0.56	-0.29	-0.21	0.35	1%	-2	717	i	-29	i	-1.4	1389	-2.3%
O=C(Nc1cccc(Cl)c1N1CCCC1)c1cccc(-c2cc3ccccc3oc2=O)c1	10%	6.2	3.6	4.6	-0.49	-0.19	0.058	0.19	1%	x	x	i	10	i	x	x	4.8%
Cc1nnc2n(Cc3ccccc3)c(=O)c3c4c(sc3n12)COC(C(C)C)C4 (centres undefined)	4%	4.6	3.3	12	-0.7	-0.17	-0.071	-0.49	-1%	x	x	i	-7	i	-0.26	1420	-2.5%
CCCNC(=O)Cc1c(O)c2ccccc2[nH]c1=O	-3%	1.2	1.1	9.3	-0.096	0.3	0.16	-0.52	0%	0	776	i	-10	i	0.61	769	-1.6%
Cc1ccc(N2C(=O)c3ccc(C(=O)N4CCN(c5ccccc5F)CC4)cc3C2=O)cc1	2%	4.4	1.9	6.1	-0.15	-0.22	0.15	0.34	-7%	5	697	i	-8	i	x	x	x
CCc1ccccc1NC(=O)C(Cc1cccc(OC)c1OC)c1nn[nH]n1 (centres undefined)	10%	5.7	4.3	11	0.22	-0.15	0.48	-1	3%	2	779	i	-4	i	-0.91	1320	-1.2%
COc1ccc(-c2nnc(CSc3nc4ccccc4c(=O)n3C)o2)cc1OC	5%	5.5	2.8	4.0	1.1	-0.31	0.45	-0.51	10%	-9	717	i	-5	i	-0.71	1155	-0.5%
ClCc1nnc(-c2ccccc2)o1	4%	2.1	3.2	0.9	-1.1	0.09	-1	-0.62	-10%	-10	689	i	1	i	0	1072	-1.3%
O=C(CN1CCN(Cc2ccccc2)CC1)N/N=C/C=C/c1ccccc1[N+](=O)[O-]	0%	7.6	2.9	3.9	0.36	-0.21	-0.023	-0.24	6%	-6	510	i	7	x	0.48	1364	-1.9%
COC(=O)c1ccc2c(=O)n(NC(C)=O)c(=S)[nH]c2c1	5%	3.2	1.6	3.2	-0.14	-0.27	-0.094	-0.41	23%	-2	771	i	-1	i	-0.71	1237	-0.2%
CCOC(=O)CN1CC23C=CC(O2)C(C(=O)NCc2ccccc2OC)C3C1=O (centres undefined)	8%	2.4	2.8	6.6	0.015	-0.11	0.27	0.069	4%	10	583	i	-4	i	-0.72	2040	-2.5%
Cc1csc(SCC(=O)c2ccc(S(=O)(=O)N3CCOCC3)cc2)n1	-3%	2.3	2.0	5.1	-1.1	0.4	-0.35	-0.66	7%	x	x	i	17	i	-0.41	1261	1.1%
Cc1nc(NC(=O)c2ccc(-c3cc4ccccc4oc3=O)cc2)ccc1Br	-1%	2.1	1.6	4.2	0.16	-0.13	0.59	-0.96	-7%	-2	627	i	12	i	0.13	1311	1.6%
CCOc1ccccc1CN1CCN(S(C)(=O)=O)CC1	-3%	5.5	3.7	6.9	-1.1	-0.23	-0.55	0.4	18%	3	757	i	-3	i	0.37	878	2.3%
CCOc1ccc(NC(=O)CCSc2nnc(C)s2)cc1	6%	2.1	1.7	2.9	-0.43	-0.13	0.066	-0.37	11%	x	x	i	4	i	0.71	1366	-0.5%
COc1ccc(NC(=O)c2cncc(Br)c2)cc1S(=O)(=O)N1CCCCC1	1%	2.8	2.0	7.4	0.13	-0.22	0.14	-0.29	14%	-2	658	i	0	i	-0.31	1253	0.0%
O=C1CCCc2c1nc(-c1ccccc1F)n2O	2%	x	x	x	-0.83	-0.24	-0.5	0.68	0%	-57	534	x	x	i	-0.02	1062	x
Cc1cccc(OCC(=O)N/N=C/c2ccc3c(c2)OCO3)c1	1%	3.6	1.9	3.0	-0.038	-0.037	0.65	-0.6	8%	-2	726	i	-14	i	-0.01	1457	-0.7%
COc1cccc(OCc2cc(/C=N/n3cncn3)ccc2OC)c1	4%	x	x	x	2.4	-0.14	1	-2.1	2%	-1	736	x	x	i	0.28	1078	x
O=C(c1ccc2c(c1)OCCO2)C1CCN(C(=O)c2ccc(F)cc2)CC1	0%	4.1	3.6	5.4	0.57	-0.23	0.38	0.37	9%	-28	661	i	-6	i	x	x	x
O=C(COC(=O)Cn1cnc2ccccc21)Nc1cc(S(=O)(=O)N2CCOCC2)ccc1Cl	-5%	x	x	x	-0.063	-0.84	-0.36	0.56	-2%	-5	762	x	x	i	-0.5	942	x
COC(=O)c1sc(S(=O)(=O)Nc2ccc3cn[nH]c3c2)c(C(=O)OC)c1C	10%	3.4	1.6	3.3	1.9	-0.3	1.4	0.23	56%	-6	738	i	-3	i	0.14	1275	-2.4%
O=C(Nc1ccccc1)c1ccc(Br)o1	-1%	2.7	2.1	9.9	0.16	-0.29	0.41	1	6%	0	755	i	13	i	-0.42	732	-4.4%
O=C1c2cccc3cccc(c23)C(=O)N1Cc1ccco1	-2%	3.0	2.6	6.8	0.034	-0.21	0.28	-0.56	-4%	16	747	i	-9	i	-0.07	1516	0.6%
C=CCN(CC=C)c1nc2ccccc2nc1C(C#N)C(=O)OCCOC (centres undefined)	8%	2.2	3.1	8.9	-0.79	0.2	-0.2	0.35	-164%	x	x	i	0	i	-0.41	1039	0.4%
Cc1cccc(-c2noc(CN(C(C)C)S(=O)(=O)c3ccc(F)cc3)n2)c1	2%	2.1	2.5	5.4	0.06	-0.22	0.1	-0.31	-8%	-13	751	i	1	i	-0.58	1193	-3.2%
CCCS(=O)(=O)Nc1c(C(=O)OC)[nH]c2ccccc12	9%	3.7	2.6	10	-0.32	-0.25	0.43	0.47	17%	-1	746	i	-47	i	-0.39	1200	-3.7%
Cn1c(SCc2nc3ccccc3[nH]2)nnc1-c1cnccn1	-2%	3.4	2.5	6.2	0.3	-0.23	0.4	0.65	-2%	x	x	i	-5	i	0.64	1260	1.6%
O=C(COc1ccccc1)N1CCN=C1SCc1ccc(F)cc1	5%	x	x	x	-1.3	-0.16	-0.35	0.92	5%	7	781	x	x	i	-0.32	998	x
Cc1nc(-c2cccnc2)sc1C(=O)N/N=C/c1ccccc1Cl	0%	x	x	x	0.56	-0.28	0.88	0.54	5%	-1	627	x	x	i	-0.29	914	x
CC1(C)CC(=O)c2cnc3nc4ccccc4n3c2C1	-9%	2.3	1.5	0.1	2.6	-0.0069	1.4	-1.7	5%	5	690	i	-3	i	-0.2	1623	2.5%

Exported field by field: 2 of the compounds above.
SMILES: O=C1c2cccc3cccc(c23)C(=O)N1Cc1ccco1
  P. falciparum M1AAP: -2%	MT stabilize HCS: 3.0	MT stabilize HCS Hoechst-high %: 2.6	MT stabilize HCS cytotoxicity %: 6.8	Dynein transport: 0.034	Dynein transport cytoplasmic EGFP: -0.21	Dynein transport nuclear GR-EGFP: 0.28	Dynein transport cell count: -0.56	M17LAP inhibition: -4%	Hep lipid drop: 16	Hep lipid drop cells 6.5 µM: 747	Autophagy HCS: i	Autophagy HCS cell loss 18 h: -9	Yfh1-depleted yeast: i	Ins promoter up: -0.07	Ins promoter up cell count: 1516	ER stress rescue: 0.6%
SMILES: Cc1cccc(OCC(=O)N/N=C/c2ccc3c(c2)OCO3)c1
  P. falciparum M1AAP: 1%	MT stabilize HCS: 3.6	MT stabilize HCS Hoechst-high %: 1.9	MT stabilize HCS cytotoxicity %: 3.0	Dynein transport: -0.038	Dynein transport cytoplasmic EGFP: -0.037	Dynein transport nuclear GR-EGFP: 0.65	Dynein transport cell count: -0.6	M17LAP inhibition: 8%	Hep lipid drop: -2	Hep lipid drop cells 6.5 µM: 726	Autophagy HCS: i	Autophagy HCS cell loss 18 h: -14	Yfh1-depleted yeast: i	Ins promoter up: -0.01	Ins promoter up cell count: 1457	ER stress rescue: -0.7%
